# Growth percent in the NCI-60 one-dose screen (48 h, 10 µM unless noted): 100 = growth as untreated, 0 = no growth, -100 = all killed.
# HOP-92: HOP-92 NSCLC cells; 71,000 compounds, 6.3% hits
# EKVX: EKVX NSCLC; AID 1794765; 71,000 compounds, 3% hits
# HOP-62: HOP-62 NSCLC; 80,000 compounds, 3.9% hits; AID 1794735
# K-562: K-562 leukemia. 78,000 compounds, 7.4% hits. AID 1794777
# SR: SR leukemia cells | AID 1794780 | 73,000 compounds, 8.7% hits
# CCRF-CEM: CCRF-CEM leukemia. 77,000 compounds, 7% hits. AID 1794778
# MOLT-4: MOLT-4 leukemia cells; 80,000 compounds, 6.9% hits; AID 1794779
# RPMI-8226: RPMI-8226 leukemia cells; AID 1794781; 77,000 compounds, 7.5% hits
# Starred values were filed as active, the others as inactive; nt = no result given; & = joins results of further samples. The calls were made as follows: active = growth percent below 10; inactive = the rest.
SMILES,HOP-92,EKVX,HOP-62,K-562,SR,CCRF-CEM,MOLT-4,RPMI-8226
CCCCCCCCCCC1OCC(CC)(CCCC)CO1 (stereo unspecified),101,97,85,103,86,118,106,117
O=C1C(Cl)C(c2ccc(Cl)cc2Cl)N1n1cnnc1 (stereo unspecified),90,95,69,85,nt,96,58,102
N#Cc1c(Nc2ccccc2)nc2n(c1=O)-c1ccccc1Sc1ccccc1-2,59,73,99,58,60,63,52,67
O=C(Oc1ccccc1)N1CCCCC1,96,103,102,101,94,87,88,101
O=c1c2ccccc2n2nnc3ccc(Cl)c1c32,119,96,115,69,15,96,98,101
O=C(NCCCNc1cc(-c2cn(-c3ccccc3)nc2-c2cccc(O)c2)ccn1)c1cccc(O)c1,57,71,85,7.6*,-9.1*,40,nt,45
Cc1ccc(NC(=O)NC(=O)CSc2nc3ccccc3nc2C)cc1,36,60,45,45,46,59,74,57
COc1ccc2cc(C(=O)/C=C/N(C)CC(O)C(C)(O)C(O)C(O)CO)ccc2c1 (stereo unspecified),87,99,93,93,nt,91,97,94
COc1ccc2[nH]c(=O)cc(C)c2c1,91,nt,99,102,91,102,101,109
COc1ccc2nc(-c3ccccn3)ccc2c1,103,nt,108,95,91,96,97,93
O=C1Nc2ccc(Cl)cc2/C1=C/c1ccc(OCc2ccc(Cl)cc2)cc1,104,96,102,87,96,90,94,98
Cc1cncc(C)c1,91,129,100,86,98,95,98,108
O=C1[C@H]2Cc3c([nH]c4ccccc34)[C@@H](c3ccc(Br)cc3)N2C(=O)CN1C1CCN(CC2CCCCC2)CC1,-59*,-79*,11,-64*,-68*,-28*,-43*,-35*
O=S(=O)(NCCNc1nccc(-c2c(-c3ccc(F)c(O)c3)nc3sccn23)n1)c1ccc(O)cc1,48,56,79,29,38,22,19,18
Clc1nnc2ccc(Oc3cccc(-c4ccc(OCc5ccccc5)cc4)c3)nn12,123,95,110,40,19,64,66,49
FC(F)(F)c1cc(Br)cc(C(F)(F)F)c1,113,116,110,95,106,96,103,115
O=C(O)COc1ccc(-c2ccc(Br)cc2)cc1,93,99,102,100,96,97,102,93
Fc1ccc2cc(Cc3nnc(Sc4cccnc4)n3CCCc3cnc[nH]3)[nH]c2c1,84,87,92,92,99,100,94,91
CNC(=O)Nc1ccc(-c2ccc3ncnc(Nc4cccc(Cl)c4)c3c2)cc1,38,2.0*,71,60,28,44,37,55
Cc1[nH]c2ccccc2c1C1Cc2ccccc2N1C(=O)/C=C/c1ccccc1 (stereo unspecified),75,82,67,85,89,70,66,63
CC(C)Oc1ccc(C(=O)OCCN2CCCC2C)cc1 (stereo unspecified),nt,115,112,104,99,106,103,109
CC(C)(C)c1ccc(S(=O)(=O)Nc2cc(Sc3nc4ccccc4s3)c(O)c3ccccc23)cc1,98,90,106,68,104,81,78,82
O=C1CSC(c2ccc(F)cc2)N1NC(=O)C(O)(c1ccccc1)c1ccccc1 (stereo unspecified),88,99,102,95,93,87,82,91
O=c1ccc2c([N+](=O)[O-])cccc2[nH]1,78,72,nt,90,96,106,95,99
O=C(Nc1ccccc1Cl)c1ccccc1F,121,97,112,106,94,99,102,101
OCCS,95,99,97,91,90,100,92,104
Cc1ccc(-c2cc(C(=O)Nc3ccc(S(=O)(=O)Nc4onc(C)c4C)cc3)[nH]n2)c(O)c1,94,97,99,96,93,83,96,105
CCn1c2ccc(/C=N/N(C)S(=O)(=O)CCN(C)C)cc2c2cc(/C=N/N(C)S(=O)(=O)CCN(C)C)ccc21,42,95,101,8.5*,2.1*,19,15,65
CCOC(=O)C(=O)/C(=C/n1c(=S)[nH]c2cc(C)ccc21)C(=O)OCC,88,85,93,95,98,98,99,90
CCCN1CCN(c2ccc3nc(-c4ccc5nc(-c6ccc(OCC)c(OCC)c6)[nH]c5c4)[nH]c3c2)CC1,40,-3.2*,-65*,-5.5*,21,5.9*,3.3*,-19*
C#C[C@]1(O)CC[C@H]2[C@@H]3CC=C4c5sc(Nc6ccc(OC)nc6)nc5CC[C@]4(C)[C@H]3CC[C@@]21C,60,49,52,6.1*,7.7*,8.6*,3.4*,-22*
COc1cc(C2C=C(c3ccc(Cl)c(Cl)c3)N=C3SC(C)=CN32)cc(OC)c1OC (stereo unspecified),82,nt,91,32,-12*,37,46,-16*
Clc1cccc(Nc2ncnc3nc[nH]c23)c1,85,79,91,107,89,94,nt,107
CCC(=O)N(C)c1ccccc1,109,101,95,105,105,76,101,112
COc1cc(NS(=O)(=O)c2ccc(C)cc2)c2c(c1N)C(=O)c1ccccc1C2=O,66,88,43,nt,nt,94,nt,100
Nc1ncc2c(n1)CCCC2,nt,99,90,100,102,101,103,93
O=C1CCC(Nc2cccc3ccccc23)N1 (stereo unspecified),115,109,107,91,104,56,84,78
O=C(OC(c1ccccc1)c1ccccc1)c1ccccc1,75,95,114,90,96,87,106,97
N=C(N)c1ccc(-c2ccc(-c3ccc(Cl)c(Cl)c3)s2)cc1,74,72,41,-12*,5.1*,2.0*,-15*,-16*
COc1ccc2[nH]cc(C(c3ccc(Cl)cc3)N3CCCC3)c2c1 (stereo unspecified),79,nt,98,90,60,70,75,86
CCCCSSCCCC,101,111,102,107,107,97,100,102
O=C(CCCCC(=O)Nc1ccc(C(=O)Nc2cc(C3=NCCN3)cc(C3=NCCN3)c2)cc1)Nc1ccc(C(=O)Nc2cc(C3=NCCN3)cc(C3=NCCN3)c2)cc1,85,100,109,105,95,111,96,113
CCCCCCC(C)NCC(C)O (stereo unspecified),109,98,103,101,96,99,105,106
COc1cc(-c2nc(SC(C)C)n(C(C)C)c(=O)c2C#N)ccc1OCc1ccccc1,nt,81,79,39,40,33,22,78
CCOC(=O)C(CC)(CC(C)c1ccccc1)C(=O)OCC (stereo unspecified),92,nt,115,111,nt,95,110,102

# Sorted by molecular weight (lowest first): some entries from above
SMILES,HOP-92,EKVX,HOP-62,K-562,SR,CCRF-CEM,MOLT-4,RPMI-8226
Nc1ncc2c(n1)CCCC2,nt,99,90,100,102,101,103,93
CCCCSSCCCC,101,111,102,107,107,97,100,102
CCCCCCC(C)NCC(C)O (stereo unspecified),109,98,103,101,96,99,105,106
O=C1CCC(Nc2cccc3ccccc23)N1 (stereo unspecified),115,109,107,91,104,56,84,78
Clc1cccc(Nc2ncnc3nc[nH]c23)c1,85,79,91,107,89,94,nt,107
CCCCCCCCCCC1OCC(CC)(CCCC)CO1 (stereo unspecified),101,97,85,103,86,118,106,117
Cc1ccc(NC(=O)NC(=O)CSc2nc3ccccc3nc2C)cc1,36,60,45,45,46,59,74,57
O=C1CSC(c2ccc(F)cc2)N1NC(=O)C(O)(c1ccccc1)c1ccccc1 (stereo unspecified),88,99,102,95,93,87,82,91
Cc1ccc(-c2cc(C(=O)Nc3ccc(S(=O)(=O)Nc4onc(C)c4C)cc3)[nH]n2)c(O)c1,94,97,99,96,93,83,96,105
O=C(NCCCNc1cc(-c2cn(-c3ccccc3)nc2-c2cccc(O)c2)ccn1)c1cccc(O)c1,57,71,85,7.6*,-9.1*,40,nt,45
CC(C)(C)c1ccc(S(=O)(=O)Nc2cc(Sc3nc4ccccc4s3)c(O)c3ccccc23)cc1,98,90,106,68,104,81,78,82

# (next part)
SMILES,HOP-92,EKVX,HOP-62,K-562,SR,CCRF-CEM,MOLT-4,RPMI-8226
O=[N+]([O-])c1ccc(S(=O)(=O)N/N=C/CCc2ccccc2)cc1,94,nt,104,97,nt,99,101,107
O=C1Nc2ccc(Br)cc2C12Oc1ccccc1C1CC(c3ccco3)=NN12 (stereo unspecified),91,95,111,104,111,105,103,107
O=[N+]([O-])c1ccc(C=Nc2cccc(C(F)(F)F)c2)cc1,129,nt,100,95,93,nt,100,101
COc1ccc2[nH]cc(/C=N/Nc3ccc(Br)cn3)c2c1,-25*,23,46,9.9*,3.1*,11,25,-11*
COc1ccc(C(OC(=O)c2cccc(Cl)c2)C(=O)NC(C)(C)C)cc1OC (stereo unspecified),85,103,98,105,104,100,106,99
NC1=NC(c2ccccc2OS(=O)(=O)c2ccc(Br)cc2)n2c(nc3ccccc32)N1 (stereo unspecified),-1.3*,99,75,74,nt,nt,79,70
O=C1OCC23OC=CC2C2(O)CCCc4cccc(c42)N13 (stereo unspecified),113,94,97,97,109,100,110,103
CC(C)(C)c1ccc(O)c(Br)c1,98,nt,107,120,106,7.2*,112,85
CCN(C(=O)CN1CCN(c2cc3c(cc2F)c(=O)c(C(=O)O)cn3C2CC2)CC1)c1nc(-c2ccc(C)cc2)cs1,89,98,99,113,106,103,103,106
CCc1cccc(CC)c1OCCN(C)C,73,115,108,101,104,103,98,103
Cc1ccc(C)c2sc(NN)nc12,94,nt,101,108,79,88,96,93
CCC(=O)OCNC(=O)NNc1ccc([N+](=O)[O-])cn1,nt,114,111,96,108,85,96,113
C/C(=N\NC(=O)CSc1nc2ccccc2c(=O)n1CCc1ccc(S(N)(=O)=O)cc1)c1ccc(N)cc1,100,96,102,77,88,59,86,47
c1ccc(C(c2ccccc2)c2ccc(C(c3ccccc3)(c3ccccc3)c3ccccc3)cc2)cc1,95,103,78,107,94,86,102,85
CC1(C)CC=CC(COC(=O)c2ccccc2C(=O)O)C1 (stereo unspecified),nt,111,100,111,nt,81,108,nt
COc1ccc(C2SCC(=O)N2NC(=O)C(O)(c2ccccc2)c2ccccc2)cc1 (stereo unspecified),67,104,101,72,76,77,72,57
Cc1cc(=O)c(C(=O)N[C@@H](C(=O)N[C@@H]2C(=O)N3C(C(=O)O)=C(CSc4nnnn4C)CSC23)c2ccc(O)cc2)c[nH]1 (stereo partly specified),91,102,nt,nt,97,103,101,110
Clc1ccccc1C=Nc1ccc2c(c1)Cc1ccccc1-2,106,100,99,112,106,73,108,85
CCCC(C(=O)OCCN(CC)CC)(c1ccccc1)c1ccccc1,64&87,99&74,96&105&95,86&102,89&124&82,89&98,84&112&79,84&93
Cn1ccc2cc(NC(=O)Cn3cc(CN4CCCC4)nn3)ccc21,101,105,108,108,128,103,111,102
CN(C)S(=O)(=O)Oc1ccc(-c2ccc3sccc3c2)cc1,91,80,103,92,119,102,99,111
Brc1ccc2[nH]c(-c3cn(Cc4ccccc4)c4ncccc34)nc2n1,73,94,92,73,72,93,83,82
CCOc1cccc(/C=C2\NC(=S)N(c3ccccc3)C2=O)c1O,81,89,79,96,45,100,101,28
O=c1c2cccc(Br)c2[nH]c(=S)n1-c1ccc(S(=O)(=O)Nc2ccc(Cl)nn2)cc1,106,103,100,101,105,105,103,104
C=C1C(=O)O[C@H]2[C@H]1CC/C(COC(=O)c1cccnc1N)=C\CC[C@@]1(C)O[C@@H]21,8.1*,34,23,10,2.9*,-3.9*,8.6*,-19*
COc1ccc(Nc2nc(SCCC(C)C)nc(-c3ccc(F)cc3)c2C#N)cc1,nt,96,92,57,54,72,89,81
COc1cccc2c1C=CC1(O2)Oc2cccc(OC)c2C=C1C (stereo unspecified),-5.1*,48,56,8.3*,13,10,12,19
C/C=C(C)/C=N/NC(=O)C(=O)N/N=C/C(C)=C/C,77,103,nt,113,105,106,109,110
Oc1ccccc1C=Nc1ccccc1,123,107,109,90,100,117,113,128
CC(C)(C)OC(=O)N1C=C/C(=C/Cn2cc(-c3ccccc3)nn2)CC1,76&71,81&76,87&86,52&48,68&68,23&82,69&71,69&66
O=S1(=O)N(CCNc2nccc(-c3c(-c4cccc(O)c4)nc4sccn34)n2)CCN1Cc1ccccc1,119,91,143,46,55,32,63,47
NC(=O)OCCO,102,nt,105,83,95,100,98,104
O=C1/C(=C/c2ccccc2O)CC/C1=C\c1ccccc1O,20,57,94,7.4*,8.1*,1.7*,6.7*,-6.7*
COC(=O)c1ccc(C(=Nc2ccc(N(C)C(=O)CN3CCN(C)CC3)cc2)c2c(O)[nH]c3ccc(C(=O)OC)cc23)cc1,51,64,nt,7.2*,2.1*,12,15,15
CC(=O)Nc1c(Br)cc2c(c1Br)Cc1cc(Br)ccc1-2,nt,55,29,80,54,66,77,83
C(CSC1=NCCN1)CSC1=NCCN1,90,106,97,93,115,100,124,91
C=C(CC(=O)OC)C(C)=O,112,99,99,106,112,118,95,120
CCC(=O)OCCCOCCCOc1ccccc1,90,99,98,108,105,107,100,105
CCCC1CCC(O)(C(C)(O)C(=O)NC2C(=O)N3NCCCC3C(=O)N(O)C(C)C(=O)N3NCCCC3C(=O)N3NCC(O)CC3C(=O)NC(C)C(=O)OC2C(C)C)OC1CC (stereo unspecified),-61*,-63*,-76*,-62*,-88*,-84*,-83*,nt
O=C(O)c1cccc2cccnc12,113,105,110,105,99,111,103,108
O=C1C[C@H]2c3ccccc3N(Cc3ccccc3)[C@H]2C1C(=O)N1CCCCC1 (stereo partly specified),105,99,107,86,91,99,92,104
CCCCn1c(-c2ccc(O)cc2)cn2c3c(=O)[nH]c(=O)n(C)c3nc12,43,86,82,34,31,80,59,85
CN(C)C=Nc1nc(=O)n([C@@H]2O[C@H](CO)[C@@H](O)C2(F)F)cc1F,48,102,32,64,87,30,30,67
Cc1cc2c(-c3nc4cc(O)ccc4[nH]3)c(O)c(O)cc2c(O)c1-c1c(C)cc2c(-c3nc4ccc(O)cc4[nH]3)c(O)c(O)cc2c1O,110,98,nt,97,80,94,97,101
COC(=O)Nc1nc2ccc(Sc3ccccc3)cc2[nH]1,54,57,29,5.3*,14,11,15,42

# Compound activity from PubChem.
